From PubChem BioAssay
Keap1-Nrf2 PPI: disrupts human Keap1 binding to Nrf2 peptide; Q14145; Keap1 Kelch-Nrf2 peptide fluorescence polarization, 1536-well; inhibition, % at 9.4 µM; 340,000 compounds, 0.15% hits; AID 504523; in the data active = inhibition above about 12%;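 note: human Keap1 Kelch domain with fluorescein labeled Nrf2 9mer peptide probe; 0% = neutral control wells and 100% = peptide positive control; higher means more block of Keap1 binding to Nrf2 peptide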
Target sequence (Q14145 whole entry, looked up, the tested form may be a part): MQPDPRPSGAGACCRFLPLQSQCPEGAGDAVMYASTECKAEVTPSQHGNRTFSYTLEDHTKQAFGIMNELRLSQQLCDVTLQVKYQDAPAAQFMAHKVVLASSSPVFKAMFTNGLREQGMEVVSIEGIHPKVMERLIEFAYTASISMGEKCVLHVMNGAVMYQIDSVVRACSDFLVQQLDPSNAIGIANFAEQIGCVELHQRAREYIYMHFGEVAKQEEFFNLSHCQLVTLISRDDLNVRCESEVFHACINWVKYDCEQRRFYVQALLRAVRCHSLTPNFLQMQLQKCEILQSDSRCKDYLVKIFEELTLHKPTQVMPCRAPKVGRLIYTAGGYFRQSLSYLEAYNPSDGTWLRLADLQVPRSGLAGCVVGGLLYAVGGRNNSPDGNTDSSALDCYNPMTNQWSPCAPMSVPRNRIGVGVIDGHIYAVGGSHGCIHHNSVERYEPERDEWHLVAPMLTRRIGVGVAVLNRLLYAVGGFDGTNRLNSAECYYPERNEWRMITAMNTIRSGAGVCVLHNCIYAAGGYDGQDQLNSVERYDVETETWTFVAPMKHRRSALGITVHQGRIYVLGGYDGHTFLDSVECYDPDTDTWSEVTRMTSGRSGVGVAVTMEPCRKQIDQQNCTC
CAL-PDZ inh HTS: blocks peptide binding to the human CAL PDZ domain | inhibition, % at 24.9 µM | 300,000 compounds, 0.92% hits | purified CAL PDZ, TMR-peptide fluorescence polarization, 1 h;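 active = mean inhibition of at least 30% with at least half of replicates also reaching 30%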;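 note: 0% = DMSO neutral control and 100% = excess unlabeled competitor peptide PRC23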
MOR-DOR inv ag: inverse agonists of human mu-delta opioid receptor heterodimerization; P35372+P41143; cell-based MOR-DOR heterodimer luminescence, inverse agonism; inhibition, % at 9.3 µM; 340,000 compounds, 0.21% hits; AID 504357; in the data active = inhibition above about 22%, passing the limit was not always enough;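 note: 0% = cells with DMSO and 100% = wells without cells with DMSO; values of inactives mirror those of a sister screen read the other way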
HTR5A ag ctr: activates human HTR5A in OPRM1-OPRD1 agonist counter-screen; P47898; HTR5A agonist assay, luminescence, cell-based; activation, % at 9.3 µM; 340,000 compounds, 0.61% hits; AID 504692; in the data active = activation mostly above about 9.5%, no sharp cut-off; inactive = mostly below about 7.6%;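 note: 0% = cells with vehicle only and 100% = reference agonist; strong numbers were not always called active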
OPRM1-OPRD1 ag: agonists of human mu-delta opioid receptor heterodimerization | 340,000 compounds, 0.3% hits | cells, OPRM1-OPRD1 heterodimerization, luminescence | P35372+P41143 | AID 504326 | activation, % at 9.3 µM; in the data active = activation above about 18%;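 note: 0% = vehicle-treated cells and 100% = reference agonist; values of inactives mirror those of a sister screen read the other way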
C-LANA FP: inhibitors of KSHV LANA C-terminal domain DNA binding; MBP-C-LANA/FAM-LBS DNA binding, fluorescence polarization; inhibition, % at 9 µM; 340,000 compounds, 0.078% hits; AID 504423;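 active = highest replicate inhibition at or above 60% at 9 µM, even if other replicates fall short; inactive = all replicates below 60% inhibition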;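 note: 0% = neutral control wells and 100% = 4 µM acridine orange control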
RTF Ca sens inh: cardiac RTF calcium desensitization; IANBD-labeled cardiac RTF, Ca2+ fluorescence; inhibition, % at 7.15 µM; 340,000 compounds, 0.12% hits; AID 493244;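 active = inhibition above the mean inhibition of all tested compounds plus 3 SD, cut at about 17% in these data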;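 note: assay run at fixed EC70 calcium of 1.6 mM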
V-ATPase pHluor: alters yeast V-ATPase proton transport; response, % at 10 µM; AID 504577; 350,000 compounds, 0.37% hits; S. cerevisiae, pHLuorin cytosolic pH fluorescence; in the data active = response mostly above about 7.3%, no sharp cut-off; inactive = mostly below about 5.4%; note: actives read high; inactives centre near 0; some compounds called inactive have numbers as strong as hits; reference of the scale not given here
cardiac RTF act: increases calcium sensitivity of human cardiac regulated thin filaments; activation, % at 7.2 µM; IANBD-labeled TnC RTF fluorescence at EC20 calcium; 0% EC20 calcium, 100% full calcium; AID 493008; P19429+P45379; 340,000 compounds, 0.24% hits;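 active = activation above the mean over all tested compounds plus 3 SD, cut at about 30% in these data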;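 note: rise in fluorescence read as greater calcium sensitivity of cardiac thin filaments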
HTR5A inv ctr: inverse agonist of human HTR5A in OPRM1-OPRD1 counter-screen | HTR5A cell line, luminescence, inverse agonism | inhibition, % at 9.3 µM | P47898 | 340,000 compounds, 0.083% hits; in the data active = inhibition mostly above about 23%, no sharp cut-off; inactive = mostly below about 18%;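 note: 0% = cells with DMSO and 100% = no-cell wells with DMSO; some compounds called inactive have numbers as strong as hits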
Active calls of the source: *; . = no result given.

#	smiles	V-ATPase pHluor	OPRM1-OPRD1 ag	HTR5A ag ctr	CAL-PDZ inh HTS	cardiac RTF act
1	Cc1nnc(N(C)C(=O)c2cccnc2)s1	-7	5.6	1	0	-4
2	Cc1ccc(NC(=O)NCC2CC2(Cl)Cl)cc1 (configuration not stated)	7	1.2	-1	0	7
3	CCn1c(=NC(=O)CS(=O)(=O)c2ccccc2)sc2cccc(OC)c21	-1	1.7	4	-4	-2
4	Cc1csc(SCC(=O)Nc2ccc3[nH]c(=O)[nH]c3c2)n1	0	-1.1	-1	106*	-8
5	O=C(NCC1CCCO1)Nc1cccc(Cl)c1 (configuration not stated)	-2	1.1	2	-4	11
6	CCN(CC)CCN1C(=O)C2C(C(=O)Nc3cc(C)cc(C)c3)C3C=CC2(O3)C1C(=O)NC1CCCCC1 (configuration not stated)	-1	17	4	11	-2
7	CC1(C)Cc2ccccc2C(=NCC(=O)O)N1	1	-2.8	-5	1	6
8	Cc1cc(S(=O)(=O)N(Cc2ccccc2)Cc2ccc(N(C)C)cc2)ccc1-n1cnnn1	2	0.9	-3	-1	1
9	COc1ccc(-c2nc3ncccn3c2Nc2ccc3c(c2)OCCO3)cc1	-1	6.0	2	-1	-1
10	COC(=O)C1C(=O)C2=C(CC1C)NC(C)=C(C(=O)OCCOc1ccccc1)C2c1ccc(C)o1 (configuration not stated)	3	-2.1	0	2	12
11	COc1ccc(OC)c(C2C(C(C)=O)=C(O)C(=O)N2Cc2cccnc2)c1 (configuration not stated)	0	-5.8	1	1	4
12	Cc1ccc(CCN2C(Nc3ccccc3)=NC[C@@H]2C)cc1	0	-0.8	-1	-2	0
13	CCN(Cc1nc2cc(Cl)ccc2c(=O)[nH]1)C(=O)c1ccc(C)c(NC(=O)c2ccco2)c1	2	-0.9	2	-3	-2
14	O=C(Cc1ccc(Cl)cc1)Nc1ccccc1C(=O)Nc1ccc(C(=O)O)cc1	0	-0.9	0	-5	-1
15	C=CCC(CC(O)COCCC)C(=O)NNC(=S)Nc1ccccc1 (configuration not stated)	2	-0.8	-4	-5	5

#	RTF Ca sens inh	C-LANA FP	HTR5A inv ctr	MOR-DOR inv ag	Keap1-Nrf2 PPI
1	-7	-1.7	-24	-33	-4
2	4	0.3	3	-7	-6
3	-13	-0.1	-13	-11	1
4	3	1.5	4	5	-5
5	-12	1.5	16	-7	-3
6	-8	-0.6	-13	-135	3
7	0	-0.3	-24	14	-6
8	-4	-1.1	23	-5	4
9	-7	1.4	7	-35	-3
10	-7	0.8	1	12	-2
11	-5	0.4	15	27	-4
12	-1	2.7	-21	5	-2
13	-5	0.0	-6	4	0
14	4	-0.4	-11	5	3
15	-4	1.7	-24	4	-3

A draw from above in order of SMILES length, smallest number first.
#	smiles	V-ATPase pHluor	OPRM1-OPRD1 ag	HTR5A ag ctr	CAL-PDZ inh HTS	cardiac RTF act
2	Cc1ccc(NC(=O)NCC2CC2(Cl)Cl)cc1 (configuration not stated)	7	1.2	-1	0	7
15	C=CCC(CC(O)COCCC)C(=O)NNC(=S)Nc1ccccc1 (configuration not stated)	2	-0.8	-4	-5	5
10	COC(=O)C1C(=O)C2=C(CC1C)NC(C)=C(C(=O)OCCOc1ccccc1)C2c1ccc(C)o1 (configuration not stated)	3	-2.1	0	2	12

#	RTF Ca sens inh	C-LANA FP	HTR5A inv ctr	MOR-DOR inv ag	Keap1-Nrf2 PPI
2	4	0.3	3	-7	-6
15	-4	1.7	-24	4	-3
10	-7	0.8	1	12	-2

Three of the compounds above, with each value named:
9: COc1ccc(-c2nc3ncccn3c2Nc2ccc3c(c2)OCCO3)cc1
- V-ATPase pHluor: -1
- OPRM1-OPRD1 ag: 6.0
- HTR5A ag ctr: 2
- CAL-PDZ inh HTS: -1
- cardiac RTF act: -1
- RTF Ca sens inh: -7
- C-LANA FP: 1.4
- HTR5A inv ctr: 7
- MOR-DOR inv ag: -35
- Keap1-Nrf2 PPI: -3

2: Cc1ccc(NC(=O)NCC2CC2(Cl)Cl)cc1 (configuration not stated)
- V-ATPase pHluor: 7
- OPRM1-OPRD1 ag: 1.2
- HTR5A ag ctr: -1
- CAL-PDZ inh HTS: 0
- cardiac RTF act: 7
- RTF Ca sens inh: 4
- C-LANA FP: 0.3
- HTR5A inv ctr: 3
- MOR-DOR inv ag: -7
- Keap1-Nrf2 PPI: -6

12: Cc1ccc(CCN2C(Nc3ccccc3)=NC[C@@H]2C)cc1
- V-ATPase pHluor: 0
- OPRM1-OPRD1 ag: -0.8
- HTR5A ag ctr: -1
- CAL-PDZ inh HTS: -2
- cardiac RTF act: 0
- RTF Ca sens inh: -1
- C-LANA FP: 2.7
- HTR5A inv ctr: -21
- MOR-DOR inv ag: 5
- Keap1-Nrf2 PPI: -2

More entries
#	smiles	V-ATPase pHluor	OPRM1-OPRD1 ag	HTR5A ag ctr	CAL-PDZ inh HTS	cardiac RTF act
16	Cc1cccc(N(CC(=O)N2CCc3ccccc3C2)S(C)(=O)=O)c1C	2	-1.3	0	-2	11
17	O=[N+]([O-])c1ccc(CSc2ccc(-c3ccccn3)nn2)cc1	7	-3.2	0	8	2
18	COc1ccc(Cl)cc1NC(=O)C1CSC(c2ccncc2)=N1 (configuration not stated)	-3	-3.2	16	.	1
19	Cc1ccc(N2C(=O)C3N=NN(CC(=O)N4N=C(c5cccc6ccccc56)CC4c4ccccc4)C3C2=O)cc1 (configuration not stated)	0	-3.2	-1	1	-3
20	O=C1CC(c2ccccc2)Oc2cc(O)cc(O)c21 (configuration not stated)	0	-0.7	9	6	1
21	Oc1ccc(/C=N/n2c(-c3ccccc3)n[nH]c2=S)cc1	-1	0.0	2	.	15
22	CCc1nc(SCc2ccc(Cl)cc2)n[nH]1	-1	-1.8	-1	0	6
23	Cc1ccc2c(c1)C1C[N+](C)(CC(=O)Nc3ccccc3Cl)CCC1N2C(=O)c1ccccc1Cl (configuration not stated)	2	.	.	0	-1
24	Cc1ccc(S(=O)(=O)Cc2cc(-c3ccc(Cl)cc3)no2)cc1	-1	7.2	1	-4	1
25	O=C(COC(=O)C1CCN(S(=O)(=O)c2ccc3c(c2)OCCO3)CC1)Nc1ccccc1OC(F)F	-1	-1.0	1	-3	0
26	CC(C)(CO)CN1CCC(n2nccc2NC(=O)C2CCCC2)CC1	-3	-4.3	-5	-7	-3
27	O=C(Nc1ccccc1Cl)c1cccc(NC(=O)C2C3CC4OC(=O)C2C4C3)c1 (configuration not stated)	-4	-2.0	12	.	-3
28	COc1ccc(C(C(=O)NC2CCCC2)N(C(=O)c2csnn2)C2CC2)cc1 (configuration not stated)	1	-1.1	7	-3	1
29	COc1ccccc1CNC(=O)c1cc(C)nn1-c1ccccc1	1	1.0	-1	-6	1
30	NC(=O)CC(NC(=O)c1ccc(Br)cc1)c1ccc(NCc2ccc(F)cc2)c([N+](=O)[O-])c1 (configuration not stated)	0	-0.9	6	-4	-1

#	RTF Ca sens inh	C-LANA FP	HTR5A inv ctr	MOR-DOR inv ag	Keap1-Nrf2 PPI
16	-10	0.2	-1	7	-7
17	9	1.6	1	17	1
18	4	-0.3	-48	19	-7
19	0	-0.6	-2	17	-8
20	7	0.9	9	4	-1
21	-6	-1.2	-9	0	-3
22	1	-0.1	-19	8	-1
23	-6	0.2	.	.	0
24	-9	-1.1	-25	-36	-2
25	-7	0.8	-3	5	1
26	2	-3.4	12	22	2
27	-4	-1.0	-28	9	2
28	-5	-0.6	8	7	-2
29	-14	-1.0	-19	-5	-2
30	-8	0.5	-1	5	-4

(further entries)
#	smiles	V-ATPase pHluor	OPRM1-OPRD1 ag	HTR5A ag ctr	CAL-PDZ inh HTS	cardiac RTF act
31	C=CCNC(=O)C1CCC(C(=O)NCC=C)CC1 (configuration not stated)	2	-0.6	-4	-3	3
32	C=CCOC(=O)C1=C(C)Nc2nnnn2C1c1ccc(OC)cc1OC (configuration not stated)	-5	0.1	3	-5	-1
33	CCN(CC)CCCN1C(=O)C(=O)/C(=C(/O)c2ccc(C)cc2)C1c1ccccn1 (configuration not stated)	0	-3.5	-2	-3	0
34	O=C(c1ccco1)N1CCN(Cc2nnnn2C2CCCCC2)CC1	0	1.9	0	-4	6
35	O=C(NCC1CCCO1)c1c(O)c2c([nH]c1=O)CCCC2 (configuration not stated)	0	1.3	0	-2	-4
36	O=[N+]([O-])c1ccc(Cl)c(/C=N/N2CCN(c3ccccc3)CC2)c1	0	0.2	-3	0	2
37	CCc1ccc(NC(=O)C(CC)c2ccccc2)cc1 (configuration not stated)	7	9.0	-3	0	2
38	NC(=O)c1ccc2c(c1)S(=O)(=O)c1ccccc1C2=O	-1	0.6	6	-2	0
39	CNc1nc2[nH]c(=O)c3c(c2s1)OC(N)=C(C#N)C3c1ccccc1 (configuration not stated)	0	-4.4	1	-2	3

#	RTF Ca sens inh	C-LANA FP	HTR5A inv ctr	MOR-DOR inv ag	Keap1-Nrf2 PPI
31	-12	0.5	-19	3	-1
32	-6	-0.7	-25	0	-3
33	6	0.5	-8	18	-4
34	-11	0.3	-10	-13	-5
35	-14	0.4	0	-8	-5
36	-9	-1.5	0	-1	3
37	-8	1.4	27	-43	-3
38	-8	5.2	-22	-3	2
39	-19	0.6	14	20	-5

An unsorted share of the library. Share with any hit: about 2.8%.
